SDO1 yeast rescue = growth rescue of sdo1-depleted yeast, primary screen, S. cerevisiae, bone marrow failure model; S. cerevisiae sdo1-depleted JHY4D growth rescue, OD600 30 h; active compounds read high; pdr5 snq2 efflux-pump mutant strain; z-score at 10 µM; 0.21% of 140,000 active; AID 817, 2007;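 active = z-score above 3 at both the 24 hr and the 30 hr optical density reads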;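 also: z-score against mean and SD of all compound wells on the same plate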
INS promoter inh = inhibitors of insulin promoter-driven GFP, primary screen, imaging, TRM-6 cells (human fetal islet line), eGFP reporter, cell count; 0.9% of 130,000 active; reporter expression induced with tamoxifen; inhibition, % at 2 µM; AID 1273, 2008;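 active = inhibition above the mean plus 3 SD, with well images judged a real hit on visual review, cut at about 60% in these data, passing the limit was not always enough; inconclusive = inhibition over the cutoff but images rejected on review; inactive = inhibition not above the cutoff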
SDO1 yeast rescue Rescue 24 h = recorded beside SDO1 yeast rescue, whose call it bears; z-score; S. cerevisiae sdo1-depleted JHY4D growth rescue, OD600; measured here: growth rescue at 24 h;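 0 is the plate mean of compound wells and units are plate SD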
Starred values were filed as active, the others as inactive; u = inconclusive; x = no result given; [ ] = another dose, or the depositor's remark. An excerpt (hit frequency here may not be typical).

Structure	SDO1 yeast rescue	SDO1 yeast rescue Rescue 24 h	INS promoter inh
C=CCn1c(SCC(=O)c2[nH]c(C)c(C(=O)OC)c2C)nc2scc(-c3ccc(OC)c(OC)c3)c2c1=O	-1	0.21	x
CCc1cccc(NC(=O)Cc2cn(C)c3ccccc23)c1	-0.75	-0.32	44
CC1=Nc2ccccc2/C1=C/c1sc(=N)n(-c2nccs2)c1O	-0.2	-0.62	-49
O=C(Nc1cccnc1N1CCOCC1)c1ccco1	-0.11	-0.69	-33
O=C(CNc1cccc(C(F)(F)F)c1)N/N=C/C1CCCCC1	0.67	0.58	15
CCOc1cc(/C=N/n2cnnc2)cc(Br)c1O	0.06	0.28	-11
Cc1oc(=O)c(NC(=O)c2ccccc2)cc1C(=O)c1ccccc1	-1.6	-0.42	11
COc1ccccc1CNC(=O)c1ccc(Br)o1	-0.36	-0.43	-23
Cc1ccc(Nc2ncnc3nc[nH]c23)cc1Cl	-0.36	-0.32	x
COC(=O)C1=C(C)N=c2s/c(=C3\C(=O)Nc4ccccc43)c(=O)n2C1c1ccccc1 (stereo not given)	-0.27	1.5	x
COc1cc2c(=O)n(CC3CCCO3)c(=O)n(CC(=O)Nc3ccc(F)cc3F)c2cc1OC (stereo not given)	1.1	0.95	x
Cn1nc(-c2ccc(Cl)cc2)c2cc(C(=O)NCCN3CCOCC3)sc21	-1.7	-0.92	x
Cc1c(NP(=O)(c2ccc(Br)cc2)c2ccc(Br)cc2)c(=O)n(-c2ccccc2)n1C	x	x	-120
O=C(CSc1c2c(nc3cc(Cl)ccc13)CCCC2)NCCCN1CCOCC1	x	x	-24
CCC(c1nc2ccccc2c(=O)n1CCN1CCOCC1)N1C(=O)c2ccccc2C1=O (stereo not given)	-0.21	-0.3	66*
O=C(Nc1ccc(C(F)(F)F)cc1)c1cccnc1N1CCOCC1	0.12	-0.75	-29
O=c1[nH]c(NCCO)nc2ncn(Cc3ccccc3)c12	0.57	-0.67	x
CC/C(=N/NC(=O)c1ccccc1)c1ccc(OCCN2CCOCC2)cc1	0.5	0.07	38
COc1ccc(NC(=S)Nc2ccc(OCc3ccccc3)cc2)c(OC)c1	-0.6	0.12	x
COc1ccc(C(=O)N(Cc2ccc(N(C)C)cc2)C2CCS(=O)(=O)C2)cc1 (stereo not given)	-0.66	-1.3	u
NC(=O)C1CCN(Cc2nc3cc(Cl)ccc3c(=O)[nH]2)CC1	0.42	0.41	2
Cc1ccc(F)cc1NC(=O)c1cccc(N(C)C)c1	-0.53	-0.71	-62
C#CCOCCOCCOCCNc1nc(N2CCN(C(=O)Cn3cc(CCCN=C(N)N)nn3)CC2)nc(N2CCN(C(=O)[C@H]([C@@H](C)CC)n3cc(CCC(=O)O)nn3)CC2)n1	0.04	-0.03	36
O=C(CCS(=O)(=O)c1cccs1)Nc1ccc(C(=O)NCc2ccc(F)cc2)cc1	0.98	1.1	-25
CCn1nnc(NC(=O)c2ccccc2Br)n1	1.4	2.1	58
CC1CCN(C(=O)CSc2nnc(CNc3ccc(F)cc3)n2Cc2ccco2)CC1	-0.32	0.06	x
COCCn1c(C)cc(C(=O)CSc2nnc(-c3cccnc3)n2-c2ccccc2F)c1C	1.3	1.1	x
CN(C)c1oc(-c2ccc(Cl)cc2)nc1S(=O)(=O)c1ccccc1	-0.63	-0.93	2
CCOC(=O)c1[nH]c2ccc(Br)cc2c1NC(=O)CNC	-0.77	-0.77	0
CC(=O)c1c(N2CCN(c3cccc(Cl)c3)CC2)nc(=S)n(-c2ccccc2)c1C	-0.2	0.81	31
COc1ccc(Cl)cc1NC(=O)C(C)N1CCN(C/C=C/c2ccccc2)CC1 (stereo not given)	-2.4	-0.69	13
CC(C)OCCCn1c(-c2ccco2)nc2nc3ccccc3nc21	-1.3	-1.6	-100
Cc1cccc(C(C)C)c1-n1nnnc1-c1ccccc1	-0.87	-0.99	x
N#CC1=C2SCN(Cc3ccco3)CN2C(=O)CC1c1cccc2ccccc12 (stereo not given)	-1	-1.3	45
Cc1ccc(/C(O)=C2\C(=O)C(=O)N(c3cc(C)on3)C2c2cccc(Cl)c2)cc1 (stereo not given)	-0.6	-1.5	46
COc1cc(NC(=O)CSc2nnnn2-c2ccccc2)cc(OC)c1OC	-1.9	-1.3	-50
COc1cc(/C(C)=N/NC(=O)c2ccc(CSc3nncn3C)cc2)cc(OC)c1OC	x	x	13
O=c1c2ccccc2n2c(-c3cccc(Cl)c3)nnc2n1Cc1ccccc1	-1.1	-1.3	x
O=C(O)c1ccc(OC2CSC2)cc1	0.29	0.26	-22
CCCCNC(=O)NCC(=O)Nc1ccc(F)c(F)c1	1.3	1.6	-50
Cc1cc(C)c2c(=O)[nH]c(SCC(=O)N(C)C)nc2n1	0.52	0.14	3
CCn1c(SCC(=O)c2ccc(Cl)cc2)nnc1-c1ccoc1C	-1.3	-0.82	-46
O=C(CSC1=Nc2ccccc2C2=NC(c3ccccc3)C(=O)N12)NCC1CCCO1 (stereo not given)	0.48	0.33	10
O=C(CC1NCCNC1=O)OCc1ccccc1 (stereo not given)	1.6	1.1	-79
Cc1[nH]c2c(C)cccc2c1CCNC(=O)c1ccc2c(c1[N+](=O)[O-])C(=O)c1ccccc1C2=O	-1.8	-0.68	-30

Look-ups from the results shown:
Entry of COc1ccc(C(=O)N(Cc2ccc(N(C)C)cc2)C2CCS(=O)(=O)C2)cc1 (stereo not given) in SDO1 yeast rescue: -0.66
Entry of O=C(CSC1=Nc2ccccc2C2=NC(c3ccccc3)C(=O)N12)NCC1CCCO1 (stereo not given) in SDO1 yeast rescue: 0.48
Entry of Cc1cc(C)c2c(=O)[nH]c(SCC(=O)N(C)C)nc2n1 in INS promoter inh: 3
Entry of CN(C)c1oc(-c2ccc(Cl)cc2)nc1S(=O)(=O)c1ccccc1 in SDO1 yeast rescue Rescue 24 h: -0.93

Ordered by molecular weight (rising): part of the list above
Structure	SDO1 yeast rescue	SDO1 yeast rescue Rescue 24 h	INS promoter inh
COc1cc(NC(=O)CSc2nnnn2-c2ccccc2)cc(OC)c1OC	-1.9	-1.3	-50
COc1cc(/C(C)=N/NC(=O)c2ccc(CSc3nncn3C)cc2)cc(OC)c1OC	x	x	13
Cc1[nH]c2c(C)cccc2c1CCNC(=O)c1ccc2c(c1[N+](=O)[O-])C(=O)c1ccccc1C2=O	-1.8	-0.68	-30

Back to the main list with the 3 entries that preceded the break.
Structure	SDO1 yeast rescue	SDO1 yeast rescue Rescue 24 h	INS promoter inh
O=C(CSC1=Nc2ccccc2C2=NC(c3ccccc3)C(=O)N12)NCC1CCCO1 (stereo not given)	0.48	0.33	10
O=C(CC1NCCNC1=O)OCc1ccccc1 (stereo not given)	1.6	1.1	-79
Cc1[nH]c2c(C)cccc2c1CCNC(=O)c1ccc2c(c1[N+](=O)[O-])C(=O)c1ccccc1C2=O	-1.8	-0.68	-30
CNC(=S)N(Cc1ccc(OC)cc1)C1CC(=O)N(c2ccc(OC)cc2)C1=O (stereo not given)	-0.54	-0.07	x
CCCSC1=C(C#N)C(c2cccs2)C(C(=O)Nc2ccccc2)=C(C)N1 (stereo not given)	-0.58	0.78	-258
Cc1ccccc1NC(=O)CN1CCC(n2nnc3ccccc32)CC1	-0.97	-0.68	21
COc1ccc(C(=O)N2CCN(c3ccccn3)CC2)cc1	0.43	-0.82	-22
COc1cc(OC)nc(NC(=O)CSc2nnc(-c3ccccc3)n2C2CCCCC2)n1	x	x	24
Cc1cccc(NC(=O)Cn2c(O)c(N=NC(=O)c3ccccc3O)c3ccccc32)c1	-0.51	0.68	x
COc1ccc(CCNC(=O)COC(=O)c2cnc(C)cn2)cc1OC	0.31	-0.55	x
Cc1cc(C(=O)NCCN2CCN(c3cccc(Cl)c3)CC2)n(-c2ccccc2)n1	-0.73	-0.86	x
COc1ccc(-c2nnc(SCc3cc(C)ccc3C)n2N)cc1	-0.75	-0.93	9
O=C(/C=C/c1ccc(Cl)c([N+](=O)[O-])c1)Nc1ccc(N2CCCC2)cc1	-0.23	0.54	13
c1cncc(Nc2nc(-c3cccs3)cs2)c1	-1.2	-1.4	50
O=c1oc2ccccc2cc1N1CCOCC1	-0.16	-0.39	-45
O=C(Nc1ccccc1)N1CCn2c1nc1ccccc12	-1.2	-0.91	44
COc1ccc(C(=O)CSc2nnc(NC(=O)C3CC(=O)N(c4ccccc4)C3)s2)cc1 (stereo not given)	-0.7	-0.01	39
COc1ccc(NC(=O)C2CCCN2S(=O)(=O)c2ccc3c(c2)CCC(=O)N3)c(OC)c1 (stereo not given)	0.06	-0.74	x
CS(=O)(=O)N1CCC(C(=O)N2CCN(Cc3ccccc3)CC2)CC1	x	x	-438
COc1ccc(C2C(C(=O)NCC3CCCO3)c3cc(OC)c(OC)cc3C(=O)N2C)cc1OC (stereo not given)	-0.31	-1.3	-13
O=C(CSc1ccc(-c2ccccc2)nn1)c1ccccc1	-0.61	-1.7	x
CCc1ccccc1NC(=O)c1ccoc1C	0.18	0.08	35
COc1ccc(CNC(NC(=O)c2ccccc2)(C(F)(F)F)C(F)(F)F)cc1	-0.02	-0.88	x
CCOc1cc(C2C3=C(CCCC3=O)NC3=C2C(=O)CCC3)cc(Cl)c1O	0.71	0.8	x
CN1C=CC2=C(C#N)C(N)C(C#N)(C#N)[C@H](c3ccccc3)[C@H]2C1 (stereo not given in full)	0.42	0.56	-300
CCOc1cc(Br)c(Br)c(C=Nc2ccc(NC(C)=O)cc2)c1O	-0.37	-0.55	-11
COc1cccc(OC)c1C(=O)NC(=S)N1CCOCC1	x	x	12
Cc1csc(Nc2ccccc2)n1	x	x	53
CCC(=O)N/C(=N/c1nc(C)cc(C)n1)Nc1cccc(OC)c1	0.14	0.11	7
CC1(C)CN(c2ccccc2)N(Cc2ccc(F)cc2)C1=O	0.11	-0.21	-8
Cc1cc(N2CCN(S(=O)(=O)c3ccccc3)CC2)c2ccccc2n1	-0.21	-0.86	14
O=C(COc1c(Br)cc(Br)c2cccnc12)N1CCc2ccccc2C1	-2.5	-1.7	8
CC1=C(C(=O)OCC2CCCO2)C(c2cccc(O)c2)NC(=O)N1 (stereo not given)	1	1.4	x
CCOC(=O)N1CCC(NC(=O)c2cc(C(=O)Nc3ccc(S(=O)(=O)N4CCOCC4)cc3)ccc2CO)CC1	x	x	-6
CCNC(=O)CC1C(=O)N(C)C(=S)N1NC(=O)c1ccc(Cl)cc1 (stereo not given)	-0.76	-0.56	-68
CCC(C(=O)NC1CCCC1)N(C(=O)Cn1nnc(-c2ccc(OC)c(OC)c2)n1)C1CCCCC1 (stereo not given)	-0.3	-0.02	-70
Cc1nc(SCC(=O)Nn2c(-c3ccccc3)nc3ccccc3c2=O)n[nH]1	-0.03	-0.37	3
COc1ccccc1NC(=O)CSC1=NC(=O)C(NC(C)=O)C(=O)N1 (stereo not given)	-0.01	-1.5	42
COC(=O)c1ccccc1CCC(C)=O	0.44	0.13	x
O=C(CCc1ccc(O)c(O)c1)NNC(=S)NCCc1ccccc1	2.4	0.92	0
CC1Cn2c(nnc2C23CC4CC(CC(C4)C2)C3)S1 (stereo not given)	-0.28	-1.5	-9
Cc1c(NC(=O)CSc2nnc(N)s2)c(=O)n(-c2ccccc2)n1C	0.99	0.37	x
CCOc1ccc(C(=O)Nc2cccc(C)n2)cc1	0.6	0.89	19
CCNc1nc(NC(C)C)nc(N(C#N)C(C)C(=O)N(C)C)n1 (stereo not given)	-0.16	-1.1	-406
O=C(c1ccc(F)cc1)N1CCN(c2ccc([N+](=O)[O-])c(N3CCOCC3)c2)CC1	0.88	0.68	-10
Cc1ccc(C2C(C(=O)c3cc4ccccc4o3)=C(O)C(=O)N2CCN2CCOCC2)o1 (stereo not given)	1.5	0.61	x
COc1ccc(C(CC(=O)N2CCOCC2)C(C)C)cc1 (stereo not given)	0.6[12.5 µM]	0.23	-11
O=C(NCCCN1CCOCC1)c1coc2ccccc2c1=O	-0.05	-0.18	x
CC(=O)c1cccc(NC(=O)C2CCN(S(=O)(=O)c3c(C)n[nH]c3C)CC2)c1	0.61	0.35	31
COc1ccccc1S(=O)(=O)Cc1ccc(C(=O)NCc2cccnc2)o1	-0.12	1.4	x
CN(C)c1ccc(/C=C/C(=O)c2ccccc2)cc1[N+](=O)[O-]	-0.89	-0.93	x
COc1cc(C)nn1-c1ccc(Cl)cc1	x	x	20
O=C(Cn1cnc2cc([N+](=O)[O-])ccc2c1=O)NC(c1ccccc1)c1ccccc1	-0.85	-0.33	13
CC(=O)OC(C(=O)NCc1ccc(F)cc1)c1ccccn1 (stereo not given)	0.54	0.2	24
CC1(C)C(c2cccs2)=NC(c2ccccc2)N1O (stereo not given)	0.6	0.42	17
COc1ccc(C(=O)Nc2cccc(-c3nc4ncccc4o3)c2C)cc1	0.11	-0.48	-270
CCc1cc2c(=O)nc3n(c2s1)Cc1ccccc1/C3=C(/O)c1ccccc1Cl	-0.3	-0.29	-71
Cc1nnc(SCC(=O)N/N=C/c2cn(-c3ccccc3)nc2-c2ccc(F)cc2)n1-c1ccccc1	0.75	1.7	-5
O=C(N/N=C/C=C/c1ccccc1)c1ccccc1Br	0.47	0.55	-9
CN1CCN(c2ccccc2NC(=O)COc2ccccc2)CC1	-0.19	-1.1	-64

Compound activity: PubChem, several laboratories
